NS5 inhibitors – flavivirus cap methylation enzyme inhibition – biochemical, confirmation dose response, primary screen (AID 588689). Dengue-2 NS5 methyltransferase capping enzyme assay, biochemical; higher % means a stronger effect. hit rate 0.3% among 340,000. inhibition, % at 25 µM, or IC50 in µM where a hit was titrated; in the data active = a potency from the dose series
AID2073 – disruptors of CaV2.2 binding to Mint1 – biochemical, HTRF (AID 2073) | hit rate 0.19% among 290,000 | HTRF protein-protein interaction, Mint1-CaV2.2; higher % means a stronger effect | inhibition, % at 20 µM, or IC50 in µM where a hit was titrated; in the data active = inhibition mostly above about 51%, no sharp cut-off; note: some results filed as inactive read as strong as hits
XIAP displacement – small molecules displacing peptide from XIAP – biochemical, IAP family, fluorescence polarization (AID 1018); hit rate 0.007% among 200,000; XIAP BIR domain, fluorescence polarization peptide displacement; higher % means a stronger effect; displacement, % at 20 µM; hits with a dose series show IC50 in µM; in the data active = displacement above about 50%; note: a part of the inactive calls stands beside numbers as strong as those of hits
SV40 large T antigen – TAg ATPase/helicase activity blockers – biochemical (AID 1903). hit rate 0.39% among 310,000. SV40 large T antigen ATPase/helicase inhibition assay; higher % means a stronger effect. one-dose inhibition, % at 20 µM; IC50 in µM for titrated hits; in the data active = a potency from the dose series; note: strong numbers were not always called active
HIV fusion peptide – cell-free HIV fusion peptide-binding blockers – biochemical, uHTS, fluorescence dequenching, primary screen (AID 1986); cell-free peptide binding, fluorescence dequenching, 30 min; higher % means a stronger effect; inhibition, % at 20 µM, or IC50 in µM where a hit was titrated; hit rate 0.3% among 290,000; in the data active = inhibition mostly above about 52%, no sharp cut-off; inactive = mostly below about 76%; note: some results filed as inactive read as strong as hits
RSV CPE inhibition – inhibition of RSV-induced cytopathic effect – HEp-2 cells, primary 10 µM value included (AID 2391); HEp-2 cells, RSV-induced CPE inhibition; higher % means a stronger effect; CPE inhibition, % at 10 µM, or IC50 in µM where a hit was titrated; hit rate 0.13% among 310,000; in the data active = a potency from the dose series; note: strong numbers were not always called active
SIAH1 antagonists – blockers of Siah-1 interaction with plectin peptide – biochemical, fluorescence polarization, rhodamine-plectin, uHTS, primary screen (AID 1817). Siah-1 / rhodamine-plectin peptide fluorescence polarization; higher % means a stronger effect. hit rate 0.02% among 290,000. displacement, % at 20 µM; hits with a dose series show IC50 in µM;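 active = displacement of at least 50% at 20 µM, with a fluorescence ratio check between 0.3 and a set limit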;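 note: plate controls were Siah plus tracer with DMSO for no effect and tracer alone without Siah for full effect; strong numbers were not always called active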
LYP inhibition – inhibitors of LYP phosphatase, biochemical, fluorescence intensity, uHTS (AID 1779); recombinant LYP phosphatase, fluorescence intensity; higher % means a stronger effect; hit rate 0.054% among 290,000; inhibition, % at 11.5 µM; hits with a dose series show IC50 in µM; in the data active = inhibition above about 50%;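 note: plate controls were vehicle with enzyme for no effect and no enzyme for full effect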
Rac1 GTP hydrolysis – MgcRacGAP GTPase-activating activity inhibitors, confirmation, biochemical, ADP Hunter fluorescence | MgcRacGAP-stimulated Rac1 GTP hydrolysis, ADP Hunter fluorescence; higher % means a stronger effect; GST-tagged Rac1 F28L mutant substrate | one-dose inhibition, % at 30 µM; IC50 in µM for titrated hits | hit rate 0.6% among 340,000 | AID 624330;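 active = first-screen hits whose inhibition reached a set limit at any dose in the follow-up dose series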;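 note: fluorescence reports GDP produced by GAP-driven GTP hydrolysis; strong numbers were not always called active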
NS5 inhibitors pilot replicate – also measured in NS5 inhibitors; calls as there; inhibition, %; measured here: pilot screen replicate inhibition
* marks the source's active call; other numbers are inactive results; / = no result given; & = joins results of further samples.

SMILES | NS5 inhibitors | AID2073 | XIAP displacement | SV40 large T antigen | HIV fusion peptide | RSV CPE inhibition | SIAH1 antagonists | LYP inhibition | Rac1 GTP hydrolysis | others
COC(C[C@@H](O)C[C@H](O)COCc1ccccc1)OC | -4% | 0% | / | / | 2.6% | / | 2% | -10% | 0%
COC(=O)c1sc(N2C(=O)c3oc4ccccc4c(=O)c3C2c2cccs2)nc1C (configuration not stated) | -2% | 26% | 1.5% | 8% | -1.7% | / | 10% | 3% | 9%
CC(C)OC(=O)CSc1nc(N2CCOCC2)c2c(c1C#N)CC(C)(C)OC2 | -6% | 45% | / | 20% | -1.3% | 1.6% | 1% | -2% | 4%
Cc1ccc(S(=O)(=O)NCC(c2ccco2)N2CCOCC2)cc1 (configuration not stated) | -6% | -2% | -3.0% | 7% | -2.7% | 1.5% | 1% | -8% | 6%
CCCc1cc2c(=O)c(-c3ccc4c(c3)OCCO4)coc2cc1OC(=O)c1ccco1 | -3% | 3% | -20% | -4% | -3.3% | 16% | -2% | 2% | 7%
C[C@H](N)c1nnc(SCC(=O)c2ccc(Cl)cc2)o1 | -3% | 10% | -4.1% | 5% | -1.7% | 4.3% | -3% | 1% | 9%
Cc1cccn2c(=O)c(C=O)c(N3CCCCC3)nc12 | 6% | 18% | -5.3% | 23% | -0.7% | 1.1% | -3% | 3% | 3%
COCCNC(=O)C1CCC(CNS(=O)(=O)c2ccc3c(c2)CC(C)N3C(=O)C2CC2)CC1 (configuration not stated) | -11% | 5% | / | / | 1.7% | -0.3% | 6% | -2% | 0%
COc1ccc(/C(O)=C2/C(=O)C(=O)N(c3ccccn3)C2c2cccc(Cl)c2)cc1 (configuration not stated) | 1% | 25% | / | 23% | 1.4% | 0.7% | 3% | -5% | 1%
N=c1oc2cc(O)ccc2cc1C(=O)Nc1ccc(F)cc1 | -7% | -6% | / | 12% | 8.0% | 17% | 8% | -1% | -1%
COc1cc(OC)cc(C(=O)NCCN2CCOCC2)c1 | -5% | 5% | -4.0% | -1% | 0.7% | 0.3% | 8% | -7% | 13%
Cc1nc(-c2ccccn2)sc1C(=O)Nc1ccc(F)cc1 | 3% | -2% | -0.2% | -8% | -0.9% | -0.4% | -4% | -6% | 3%
COCc1nnc(NC(=O)C2CCN(C(=O)c3ccco3)CC2)s1 | -12% | -17% | / | 7% | -0.9% | 0.6% | -1% | -5% | 8%
O=C(Nc1ccc(F)cc1)Nc1csc2ccccc12 | / | -2% | / | 9% | 0.6% | 5.6% | 4% | -4% | /
Cc1ccc(C)c2[nH]c(=O)c(CN(CCN3CCOCC3)Cc3nnnn3CC3CCCO3)cc12 (configuration not stated) | 1% | 23% | -3.2% | 2% | -1.1% | -0.9% | -1% | -8% | 15%
CNc1nccc(-c2ccc(Cl)cc2)c1C#N | 2% | 6% | -5.0% | 10% | 0.5% | -4.4% | 19% | -5% | 8%
O=C(Cn1c(=O)oc2cc(S(=O)(=O)N3CCCC3)ccc21)N1CCN(c2ccccn2)CC1 | 1% | 10% | 1.6% | 1% | 2.1% | 0.1% | 12% | -3% | 6%
O=C(NCc1ccccn1)Nc1cc(Cl)cc(Cl)c1 | -5% | 7% | / | 26% | 0.0% | 3.1% | -6% | -8% | 8%
CCOc1ccc(N2CC(C(=O)N3CC(C)OC(C)C3)CC2=O)cc1 (configuration not stated) | 1% | 4% | / | 4% | -0.7% | 1.9% | 1% | 20% | 2%
CC(C)CCNC(=O)CNC(=S)N(Cc1ccccc1)Cc1cccnc1 | 3% | 12% | -3.4% | 17% | 0.0% | -1.3% | 9% | -1% | -7%
COc1cc2cc(C)c(SCC(=O)N3CCN(C(=O)c4ccco4)CC3)nc2cc1OC | -8% | -15% | / | 16% | 0.0% | -0.3% | 4% | -2% | 4%
Cc1cc(NC(=O)CSc2nc(-c3ccccc3)nc3c2c(=O)n(C)c(=O)n3C)no1 | -1% | 4% | 0.7% | 5% | 0.7% | 0.4% | 1% | -2% | -6%
CCN(CC(=O)NCc1cccs1)C(=O)CCC(=O)c1ccc(F)cc1 | -4% | / | / | 6% | / | 0.3% | / | / | 11%
O=C(OCc1ccccc1)C1=NNC2C(=O)N(c3ccc(Br)cc3)C(=O)C12 (configuration not stated) | / | 4% | / | 12% | 1.1% | 2.9% | -2% | -2% | /
Cn1c(/C(C#N)=C(\O)c2cc(Cl)sc2Cl)nc2ccccc21 | -5% | 1% | / | 4% | -1.5% | 2.1% | -5% | -10% | 15%

Eleven compounds already listed, ordered by length of the SMILES, descending:
SMILES | NS5 inhibitors | AID2073 | XIAP displacement | SV40 large T antigen | HIV fusion peptide | RSV CPE inhibition | SIAH1 antagonists | LYP inhibition | Rac1 GTP hydrolysis | others
O=C(Cn1c(=O)oc2cc(S(=O)(=O)N3CCCC3)ccc21)N1CCN(c2ccccn2)CC1 | 1% | 10% | 1.6% | 1% | 2.1% | 0.1% | 12% | -3% | 6%
Cc1ccc(C)c2[nH]c(=O)c(CN(CCN3CCOCC3)Cc3nnnn3CC3CCCO3)cc12 (configuration not stated) | 1% | 23% | -3.2% | 2% | -1.1% | -0.9% | -1% | -8% | 15%
COc1ccc(/C(O)=C2/C(=O)C(=O)N(c3ccccn3)C2c2cccc(Cl)c2)cc1 (configuration not stated) | 1% | 25% | / | 23% | 1.4% | 0.7% | 3% | -5% | 1%
CCCc1cc2c(=O)c(-c3ccc4c(c3)OCCO4)coc2cc1OC(=O)c1ccco1 | -3% | 3% | -20% | -4% | -3.3% | 16% | -2% | 2% | 7%
O=C(OCc1ccccc1)C1=NNC2C(=O)N(c3ccc(Br)cc3)C(=O)C12 (configuration not stated) | / | 4% | / | 12% | 1.1% | 2.9% | -2% | -2% | /
CCOc1ccc(N2CC(C(=O)N3CC(C)OC(C)C3)CC2=O)cc1 (configuration not stated) | 1% | 4% | / | 4% | -0.7% | 1.9% | 1% | 20% | 2%
Cn1c(/C(C#N)=C(\O)c2cc(Cl)sc2Cl)nc2ccccc21 | -5% | 1% | / | 4% | -1.5% | 2.1% | -5% | -10% | 15%
Cc1ccc(S(=O)(=O)NCC(c2ccco2)N2CCOCC2)cc1 (configuration not stated) | -6% | -2% | -3.0% | 7% | -2.7% | 1.5% | 1% | -8% | 6%
N=c1oc2cc(O)ccc2cc1C(=O)Nc1ccc(F)cc1 | -7% | -6% | / | 12% | 8.0% | 17% | 8% | -1% | -1%
Cc1cccn2c(=O)c(C=O)c(N3CCCCC3)nc12 | 6% | 18% | -5.3% | 23% | -0.7% | 1.1% | -3% | 3% | 3%
COc1cc(OC)cc(C(=O)NCCN2CCOCC2)c1 | -5% | 5% | -4.0% | -1% | 0.7% | 0.3% | 8% | -7% | 13%

Following part:
SMILES | NS5 inhibitors | AID2073 | XIAP displacement | SV40 large T antigen | HIV fusion peptide | RSV CPE inhibition | SIAH1 antagonists | LYP inhibition | Rac1 GTP hydrolysis | others
CCN(CC)C(=O)C1CCCN(c2ccccc2[N+](=O)[O-])C1 (configuration not stated) | -3% | 11% | -7.6% | 11% | -2.3% | 0.6% | -3% | -10% | -1%
O=C1C(=O)N(C/C=C/c2ccccc2)c2ccccc21 | -13% | 7% | / | 4% | -0.4% | 2.5% | 9% | -2% | 4%
O=C(Nc1ccc(S(=O)(=O)Nc2nccs2)cc1)c1ccc(S(=O)(=O)N2CCOCC2)cc1 | -4% | 9% | 1.2% | 7% | 1.2% | 0.8% | -5% | -7% | 8%
CCOc1ccccc1NC(=S)N(CCOC)C1CCN(C(C)=O)CC1 | -1% | -19% | / | 13% | -0.3% | -1.2% | 0% | -8% | 2%
CC(C)CN1C(=O)c2ccc(NC(=O)C3CC3)cc2C1=O | -3% | 38% | / | 12% | 0.5% | 1.2% | 4% | -10% | 5%
Nc1c(Cl)ncnc1NCCO | -2% | 3%&6% | -3.0% | 26% | -0.1%&1.5% | 1.1% | 4%&-1% | -6%&0% | 12%
O=C(NCc1nc2ccccc2[nH]1)C1CCCCC1 | -2% | 1% | -3.9% | -3% | -1.4% | -0.5% | 6% | -6% | -9%
COc1ccc(OC)c(-n2nnnc2SCC(=O)Nc2nc(C)c(C)s2)c1 | -6% | -8% | -12% | 0% | -3.9% | -1.1% | -1% | -5% | 2%
CCc1ccc(-c2c(C)sc(NC(C)=O)c2C(N)=O)cc1 | -8% | -38% | -20% | -2% | 0.5% | 16% | 3% | 10% | 7% | NS5 inhibitors pilot replicate=2.1
CC(C)NC(=S)N/N=C/c1cc(Br)ccc1O | -3% | 0% | -14% | 7% | 5.2% | 12% | 4% | 6% | 8%
O=S(=O)(c1cccs1)N1CN(Cc2ccc(Cl)cc2)c2nc3ccccc3nc21 | -3% | 1% | -2.8% | 18% | 0.3% | 1.9% | 5% | 2% | 10%
CCC(=O)Nc1ccccc1C(=O)C(=O)Nc1ccccc1 | -3% | -2% | -12% | 7% | -2.8% | -1.2% | 2% | -9% | -6%
N#Cc1c(NC(=O)c2ccc([N+](=O)[O-])o2)sc2c1CCC2 | -14% | -13% | / | 9% | 5.1% | 3.1% | -10% | -8% | -1%
Cc1[nH]c2ccc(C(=O)N3CCN(c4cccc(Cl)c4)CC3)cc2c1C | -4% | 8% | / | -1% | -1.0% | 14% | -8% | -13% | -5%
Cc1cc(=O)n2nc(N3CCCC(C(=O)N4CCOCC4)C3)sc2n1 (configuration not stated) | 5% | -6% | -3.8% | 11% | -2.2% | 0.8% | -2% | -1% | 4%
Cc1ccc(S(=O)(=O)N(CC(O)CN(C)C)c2ccccc2)cc1 (configuration not stated) | 0% | -5% | 1.9% | 1% | 0.7% | 0.3% | 12% | -1% | -2%
O=C(Cc1ccc(F)cc1)Nc1cccc(S(=O)(=O)N2CCCC2)c1 | 1% | / | / | 11% | / | 2.3% | / | / | 2%
Cn1nccc1C(=O)N1CCCC(N2CCN(Cc3ccc4c(c3)OCO4)CC2)C1 (configuration not stated) | -9% | 9% | / | 6% | -0.9% | -0.5% | -2% | -11% | 4%
Cc1ccc(C(=O)c2ccccc2C(=O)O)c(O)c1 | -6% | -4% | 0.4% | -19% | -1.5% | -0.4% | -1% | 0% | 3%
OC(CN1CCNCC1)Cn1ccc2ccccc21 (configuration not stated) | / | 12% | / | -9% | -0.9% | -2.4% | -1% | -6% | /
O=[N+]([O-])c1cc(C(F)(F)F)ccc1NCC1CCCO1 (configuration not stated) | -25% | 22% | / | 4% | 26% | 8.9% | 10% | -11% | 1%
O=C(NC(=S)Nc1ccc(S(=O)(=O)N2CCCCC2)cc1)c1ccc(Cl)cc1 | -5% | -2% | -10% | 2% | -2.2% | 0.2% | -8% | 0% | 6%
CSc1ccccc1OCc1cc(C(=O)NC(C)c2cnn(C)c2)no1 (configuration not stated) | -9% | 5% | / | 10% | -1.3% | 1.5% | -3% | -7% | 4%

High-throughput results: PubChem, several laboratories
